Bioassay records from PubChem.
PAX8 inh HTS: inhibitors of PAX8-driven TPO luciferase reporter, primary screen, RMG-I cells, single concentration; SteadyGlo, 24 h; inhibition, % at 12.6 µM; actives 1.2% (n = 360,000);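 active means mean replicate inhibition at least 60% with every replicate also reaching 60%; inconclusive means only one of the two criteria is met; inactive means mean below 60% and not all replicates reaching 60%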;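 further: luciferase light reporting Pax8 driven TPO promoter activity; plate controls were median of neutral control wells for no effect and mitoxantrone controls for full effect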
PglD DTNB: C. jejuni PglD acetyltransferase inhibitors, primary screen, biochemical, DTNB colorimetric, single point; UDP-N-acetylbacillosamine N-acetyltransferase PglD (Campylobacter jejuni); purified PglD enzyme, DTNB colorimetric CoA detection; inhibition, % at 12.5 µM; actives 0.098% (n = 360,000); AID 602405, 2012; in the data active means inhibition above about 16%, passing the limit was not always enough; inconclusive means no clear call, values can overlap the other calls; further: strong numbers were not always called active
ARNT TACC3 PPI: disruptors of ARNT/TACC3 protein interaction, primary screen, biochemical, AlphaScreen, single concentration. inhibition, % at 9.99 µM. AlphaScreen His-ARNT PAS-B/GST-TACC3 binding, luminescence; TACC3 fragment carries E629A point mutation. AID 623870, 2012. Transforming acidic coiled-coil-containing protein 3 (Homo sapiens), Q9Y6A5. actives 0.66% (n = 390,000);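 active means mean inhibition of replicates at least 50% and at least half of replicates each reaching 50%; inconclusive means half or more replicates reach 50% but mean below 50%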;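 further: 0% = complete ARNT plus TACC3 wells and 100% = ARNT alone without TACC3; many hits fall short of the cut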
INS-1E GSIS act: GLuc luminescence reporter in INS-1E cells, primary screen for activators of glucose-dependent secretion of insulin; INS-1E GLuc reporter insulin secretion, 2-3 h; AID 743287, 2014; activation, % at 16.6 µM; actives 0.61% (n = 370,000);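 active means lowest replicate activation of at least 40%, so every replicate reaches that level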;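 further: 0% = median of neutral control wells and 100% = median of IBMX positive control wells; some compounds called inactive have numbers as strong as hits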
LGR2 inh: inhibitors of bursicon-induced LGR2 CRE-luciferase signal, primary screen, cell-based, HEK293, CRE-luciferase reporter, bursicon stimulation; Drosophila bursicon receptor LGR2 (rickets); inhibition, % at 9.99 µM; AID 720647, 2013; bursicon-stimulated, 4 h; actives 0.35% (n = 380,000);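 active means drop in luminescence signal, shown as inhibition above about 50% in the replicate tests, limit read from the data, passing the limit was not always enough; inconclusive means probably only some replicates passing the limit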;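 further: agonist challenge used bursicon conditioned medium at about half maximal strength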
Cneo AK release: Cryptococcus neoformans cell lysis inducers, primary screen, AK release luminescence, single concentration | C. neoformans lysis, adenylate kinase release luminescence, 4 h; normalised: neutral wells 0, clomiphene wells 100 | lysis activity, % at 15 µM | actives 0.2% (n = 360,000) | AID 651654, 2012;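 active means mean lysis activity across replicates of at least 80%, whatever share of replicates individually reach that level; inactive means mean lysis activity below 80%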
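Material – log-phase Cryptococcus neoformans yeast cells · Input – 5 × 10^6 yeast cells/mL · Medium – fresh YPD growth medium · Doses – single compound concentration per well · Timing – static 4 h at 37 °C with compound, 1 h detection · Detection – adenylate kinase release luminescence · Read-out – signal increase indicating cell lysis · Control set – Clomiphene as positive lysis control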
C2C12 statin: suppressors of statin myotoxicity in C2C12 myotubes, primary screen, cell-based, single point, plate reader | C2C12 myotubes + simvastatin, ATP luminescence, 48 h; scaled: DMSO 0, geranylgeraniol control 100 | rescue of ATP level, % at 7.49 µM | actives 0.78% (n = 330,000) | AID 602340, 2012;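 active means mean ATP rescue above about 67%, or every replicate alone reaching that limit, limit read from the data, passing the limit was not always enough; inconclusive means no clear call, values can overlap the other calls; inactive means mean under the limit and some replicate under it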;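 further: myotubes were challenged with 10 µM simvastatin during compound exposure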
PGC1a acetyl inh: inhibitors of PGC1a acetylation signal, primary screen, cell-based, U2OS, AlphaScreen, inhibitor mode. AlphaScreen anti-acetyl-lysine; with virally co-expressed GCN5 acetyltransferase. inhibition, % at 15.6 µM. actives 0.17% (n = 350,000);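 active means every replicate shows inhibition of at least 40%; inconclusive means mean inhibition at least 40% but some replicate below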;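 further: 0% = neutral control wells and 100% = positive control wells; some results beyond the cut were filed as inactive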
Numbers without * were called inactive; ? = inconclusive; . = no result given; & = joins results of further samples.

Keys: A = PAX8 inh HTS; B = PglD DTNB; C = ARNT TACC3 PPI; D = INS-1E GSIS act; E = LGR2 inh; F = Cneo AK release; G = C2C12 statin; H = PGC1a acetyl inh
O=C(NCc1ccc(F)cc1)c1cc(C2CCCCN2C(=O)c2cccs2)on1 (stereo not drawn)
  A: 5; B: 2; C: .; D: -13; E: 9; F: 0; G: -10; H: -16
COc1c(N)c2ccccc2[nH]c1=O
  A: .; B: 15; C: 0; D: .; E: .; F: -2; G: ?; H: 5
O=C(NC1CCCCC1)N[C@@H]1CC[C@H](CC(=O)N2CCOCC2)O[C@H]1CO
  A: -1; B: 3; C: -3; D: 0; E: -5; F: 0; G: 1; H: -3
COc1cccc(C(=O)c2cc3cc(Cl)ccc3[nH]2)c1
  A: -79; B: 4; C: 2; D: -2; E: -23; F: 0; G: -34; H: .
CCOC(=O)C1(Cc2ccccc2)CCN(Cc2nccn2CC)CC1
  A: -9; B: .; C: 11; D: -16; E: -25; F: .; G: .; H: -1
C[C@H]1CN([C@@H](C)CO)C(=O)c2cc(Br)cnc2O[C@H]1CN(C)C(=O)c1ccc2c(c1)OCO2
  A: 11; B: 4&1; C: -5; D: -5&10; E: -19&-10; F: 0&-1; G: -4; H: 12
COc1ccc(Br)cc1[C@H]1[C@@H]2C=CCC[C@@]2(C)C(=O)N1Cc1ccccc1
  A: -8; B: -8; C: 16; D: -16; E: 6; F: -5; G: 2; H: .
COc1cc(OC)cc(C(=O)N(CCCN2C(=O)c3cccc4cccc(c34)C2=O)c2cccc(OC)c2)c1
  A: 33; B: .; C: -2; D: -8; E: 22; F: .; G: .; H: .
O=C(Nc1scc(-c2ccccc2)c1C(=O)O)c1ccc(F)cc1
  A: -66; B: 3; C: -3; D: -16; E: -52; F: 0; G: -3; H: 4
CC(C)Nc1ccc(C(CC(N)=O)NC(=O)Cc2cccc3ccccc23)cc1[N+](=O)[O-] (stereo not drawn)
  A: 12; B: -1; C: 0; D: .; E: .; F: 0; G: 9; H: -8
COc1ccc(C(C)=O)cc1CN1C(=O)NC2(CCCCC2)C1=O
  A: .; B: 3; C: -8; D: .; E: .; F: 1; G: 0; H: 2
CC1CN(S(=O)(=O)c2cn(C)c(=O)n(C)c2=O)CC(C)O1 (stereo not drawn)
  A: -2; B: -4; C: -7; D: .; E: 12; F: 0; G: -2; H: -7
CCOc1cc(NC(=S)NCC2CCCO2)c(OCC)cc1NC(=O)c1ccccc1F (stereo not drawn)
  A: 22; B: .; C: 7; D: 19; E: 8; F: .; G: .; H: -13
COCC(=O)Nc1ccc2c(c1)C(=O)N(C)C[C@@H](OC)[C@@H](C)CN(C(=O)CC1CC1)[C@@H](C)CO2
  A: .; B: 4; C: -3; D: -7; E: -3; F: -2; G: 10; H: 2
Cc1cc(SC2CCOC2=O)nc2ccccc12 (stereo not drawn)
  A: 21; B: .; C: -9; D: 16; E: 13; F: .; G: .; H: .
Cn1cccc1Cc1nnc(SCC(=O)N2CCc3ccccc32)n1CCc1ccccc1
  A: 9; B: 3; C: .; D: -9; E: 13; F: 4; G: 20; H: 2
Cc1cc(C)n(S(=O)(=O)c2cccc(Cl)c2Cl)n1
  A: .; B: -3; C: 0; D: .; E: .; F: -1; G: 6; H: -31
O=C(C[C@@H]1C=C[C@@H](NS(=O)(=O)c2ccc(F)cc2)[C@H](CO)O1)NCc1ccncn1
  A: -7; B: -1; C: 16; D: 15; E: 8; F: 59; G: -2; H: -7
Cc1ccc(-c2cc(C(=O)OC3CCOC3=O)c3ccccc3n2)c(C)c1 (stereo not drawn)
  A: 7; B: -4; C: 3; D: 56; E: 3; F: 0; G: 5; H: 11
CC(C)N1C(=O)CCC1C(=O)N1CCC(Cc2ccccc2)CC1 (stereo not drawn)
  A: 16; B: 2; C: 0; D: 8; E: 4; F: 2; G: 132*; H: 3
Cc1cccc(NC(=O)C2CC(=O)N(c3ccc4c(c3)OCCO4)C2)n1 (stereo not drawn)
  A: -2; B: 1; C: -9; D: -10; E: -1; F: -1; G: 9; H: 0
c1ccc(C2=NCCCO2)cc1
  A: -16; B: -2; C: .; D: .; E: 12; F: 12; G: -11; H: 2
CN1C(=O)c2cc(NC(=O)c3cccs3)ccc2OC[C@H]2O[C@@H](CC(=O)NCC(F)(F)F)CC[C@H]21
  A: 0; B: -2; C: 7; D: 4; E: 5; F: -4; G: -12; H: 1
CCOC(=O)Nc1ccc2c(c1)N(C(=O)CN1CCN(C)CC1)c1ccccc1S2
  A: .; B: 8; C: -13; D: .; E: .; F: 0; G: -2; H: -13
C[C@H](CO)N1C[C@H](C)[C@@H](CN(C)CC2CC2)Oc2ccc(NC(=O)Nc3ccc4c(c3)OCO4)cc2CC1=O
  A: -7; B: -2; C: 20; D: -12; E: 13; F: 5; G: 5; H: .
CCc1nc(SCC(=O)Nc2nnc(CC)s2)c2c(=O)n(C)c(=O)n(C)c2n1
  A: 19; B: 0; C: -8; D: 16; E: -3; F: 0; G: .; H: -6
CC1(C)CC(NC(=O)C2CCN(S(=O)(=O)c3cccc(C(F)(F)F)c3)CC2)CC(C)(C)N1
  A: -11; B: -1; C: 2; D: -10; E: -9; F: 2; G: 20; H: 16
CCN(CC)CCNC(=O)CCc1c(C)nc2c(c(C)nn2-c2ccc(C)cc2)c1C
  A: 21; B: 6; C: 5; D: -15; E: 3; F: 5; G: -12; H: -24
COc1ccc(-c2cc(C(=O)N3CCCC3)no2)cc1
  A: -1; B: 3; C: 0; D: 3; E: 75*; F: -3; G: .; H: 0
COc1ccc(C(=O)NCC2OCCc3ccccc32)cc1 (stereo not drawn)
  A: -58; B: -8; C: -5; D: .; E: .; F: 0; G: 5; H: -8

Reprinted from above (5 entries):
Keys: A = PAX8 inh HTS; B = PglD DTNB; C = ARNT TACC3 PPI; D = INS-1E GSIS act; E = LGR2 inh; F = Cneo AK release; G = C2C12 statin; H = PGC1a acetyl inh
O=C(C[C@@H]1C=C[C@@H](NS(=O)(=O)c2ccc(F)cc2)[C@H](CO)O1)NCc1ccncn1
  A: -7; B: -1; C: 16; D: 15; E: 8; F: 59; G: -2; H: -7
Cc1ccc(-c2cc(C(=O)OC3CCOC3=O)c3ccccc3n2)c(C)c1 (stereo not drawn)
  A: 7; B: -4; C: 3; D: 56; E: 3; F: 0; G: 5; H: 11
CC(C)N1C(=O)CCC1C(=O)N1CCC(Cc2ccccc2)CC1 (stereo not drawn)
  A: 16; B: 2; C: 0; D: 8; E: 4; F: 2; G: 132*; H: 3
Cc1cccc(NC(=O)C2CC(=O)N(c3ccc4c(c3)OCCO4)C2)n1 (stereo not drawn)
  A: -2; B: 1; C: -9; D: -10; E: -1; F: -1; G: 9; H: 0
c1ccc(C2=NCCCO2)cc1
  A: -16; B: -2; C: .; D: .; E: 12; F: 12; G: -11; H: 2

Remaining list, next part.
Keys: A = PAX8 inh HTS; B = PglD DTNB; C = ARNT TACC3 PPI; D = INS-1E GSIS act; E = LGR2 inh; F = Cneo AK release; G = C2C12 statin; H = PGC1a acetyl inh
[O-][n+]1onc2c3cc(-c4ccccc4)nnc3ccc21
  A: .; B: 7; C: -2; D: .; E: .; F: 0; G: .; H: -2
COc1cccc(C(=O)Nc2c(F)c(F)c(F)c(F)c2F)c1
  A: .; B: 6; C: -3; D: .; E: .; F: 0; G: -8; H: 3
CCOc1ccccc1CNC(=O)Cn1ccc2cc(S(=O)(=O)N3CCC(C)CC3)ccc21
  A: .; B: 2; C: -1; D: .; E: .; F: 0; G: 9; H: -8
COc1ccccc1N(C)S(=O)(=O)c1ccc(C(=O)OCC(=O)N(C(C)C)C(C)C)cc1
  A: -3; B: 2; C: 21; D: -9; E: 15; F: 1; G: 11; H: 3
O=C(CSc1nc(-c2ccccc2)cc(=O)[nH]1)Nc1ccc(F)c(F)c1
  A: -1; B: 9; C: 6; D: 25; E: 2; F: -1; G: 17; H: .
CCOc1cc(CNc2ccc(CNc3ncn[nH]3)cc2)ccc1OCc1ccccc1
  A: -4; B: -5; C: 1; D: -2; E: 8; F: 2; G: .; H: .
CNC(C)C#Cc1ccc2oc3cccc(OC)c3c(=O)c2c1 (stereo not drawn)
  A: -141; B: -2; C: 1; D: 8; E: -34; F: -2; G: 6; H: -2
CC(C)Cn1c(N)c(C(=O)NCC2CCCO2)c2nc3ccccc3nc21 (stereo not drawn)
  A: .; B: 4; C: -2; D: .; E: .; F: 0; G: -20; H: -9
COC(=O)C1SCCN1S(=O)(=O)c1ccc(Cl)cc1 (stereo not drawn)
  A: 14; B: -7; C: -1; D: -12; E: 21; F: 5; G: -6; H: -3
Cc1noc(C)c1S(=O)(=O)Nc1ccc2c(c1)C(=O)N([C@@H](C)CO)C[C@H](C)[C@@H](CN(C)C(=O)C1CCCCC1)OCCCC[C@H](C)O2
  A: 16; B: 4; C: 15; D: -10; E: 16; F: 7; G: .; H: -5
O=C(COC(=O)COc1ccccc1)NC1CCS(=O)(=O)C1 (stereo not drawn)
  A: .; B: -5; C: -22; D: .; E: -1; F: 0; G: -10; H: 2
CCCc1nn(C)c2c(=O)[nH]c(-c3ccccc3OCC)nc12
  A: 58; B: -1; C: -2; D: -6; E: -13; F: 7; G: .; H: -1
CC(=O)c1cccc(NC(=O)NC(C)c2ccc3c(c2)OCO3)c1 (stereo not drawn)
  A: 5; B: 19; C: -7; D: -15; E: 1; F: -2; G: .; H: .
O=C(COc1ccc(C(=O)NCC2CCCO2)cc1)Nc1cccc(C(F)(F)F)c1 (stereo not drawn)
  A: -12; B: .; C: -24; D: -16; E: -2; F: .; G: .; H: .
CC1(C)O[C@@H]2[C@H](O1)[C@@H](COS(=O)(=O)O)O[C@H]2n1cnc2c(=O)[nH]cnc21
  A: -9; B: -1; C: -1; D: -7; E: -12; F: 1; G: 1; H: -14
O=C(NCc1ccco1)c1ccc(COc2cc(Cl)ccc2Cl)cc1
  A: -86; B: -17; C: -3; D: -37; E: -50; F: -4; G: .; H: -20
CCCN(Cc1cc2cc(C)ccc2[nH]c1=O)C(=O)c1cccc(OC)c1
  A: .; B: -14; C: -9; D: .; E: .; F: 1; G: .; H: -7
CCn1c(C)nc2cc(C(=O)NNS(=O)(=O)c3ccc(C)cc3C)ccc21
  A: .; B: 1; C: -3; D: 11; E: -8; F: -2; G: 35; H: -5
O=C(NC12CC3CC(CC(C3)C1)C2)c1ccc([N+](=O)[O-])o1
  A: 98*; B: 4; C: 1; D: -34; E: 7; F: 0; G: 61; H: .
CNC(=O)C(=O)Nc1cc2c3c(c1)CCN3C(=O)CC2
  A: -18; B: -2; C: -2; D: 14; E: -3; F: -1; G: 0; H: .
CCc1ccccc1NC(=O)C1CCCN(c2nccc(C)n2)C1 (stereo not drawn)
  A: 15; B: 1; C: -2; D: 10; E: -8; F: 1; G: 8; H: .
CC(C)C(NC(=O)c1ccc(C(C)(C)C)cc1)C(=O)N1CCCC1 (stereo not drawn)
  A: -10; B: 9; C: 7; D: -19; E: -19; F: 1; G: -4; H: .
